POLI inh = blocks human DNA polymerase iota activity; Q9UNA4; Pol iota fluorescent replication assay, 10 min; Potency, µM (highest dose often 115 µM), for the others: at the top dose activity, negative = inhibition, hits mostly inhibitors; 1% of 390,000 active; AID 588590
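Pol iota at 10 nM preincubated 15 min with compounds at room temperature; reaction started with fluorescent substrate, 50 nM final. Fluorescence read kinetically at 0 and 10 min; buffer-only wells as negative control.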
BAZ2B block = inhibitors of human BAZ2B bromodomain; Potency, µM (top dose mostly 114 µM), without a hit: at the top dose activity change, negative = inhibition, most hits filed as inhibitors; Q9UIF8; 4.4% of 360,000 active; AID 504333; AlphaScreen BAZ2B-H3K14Ac peptide displacement; note: % is set by controls: 0 for no effect and ±100 for the full control effect; nearly all actives have a fitted effect of over 60% in size
Target sequence (Q9UIF8 whole entry, looked up): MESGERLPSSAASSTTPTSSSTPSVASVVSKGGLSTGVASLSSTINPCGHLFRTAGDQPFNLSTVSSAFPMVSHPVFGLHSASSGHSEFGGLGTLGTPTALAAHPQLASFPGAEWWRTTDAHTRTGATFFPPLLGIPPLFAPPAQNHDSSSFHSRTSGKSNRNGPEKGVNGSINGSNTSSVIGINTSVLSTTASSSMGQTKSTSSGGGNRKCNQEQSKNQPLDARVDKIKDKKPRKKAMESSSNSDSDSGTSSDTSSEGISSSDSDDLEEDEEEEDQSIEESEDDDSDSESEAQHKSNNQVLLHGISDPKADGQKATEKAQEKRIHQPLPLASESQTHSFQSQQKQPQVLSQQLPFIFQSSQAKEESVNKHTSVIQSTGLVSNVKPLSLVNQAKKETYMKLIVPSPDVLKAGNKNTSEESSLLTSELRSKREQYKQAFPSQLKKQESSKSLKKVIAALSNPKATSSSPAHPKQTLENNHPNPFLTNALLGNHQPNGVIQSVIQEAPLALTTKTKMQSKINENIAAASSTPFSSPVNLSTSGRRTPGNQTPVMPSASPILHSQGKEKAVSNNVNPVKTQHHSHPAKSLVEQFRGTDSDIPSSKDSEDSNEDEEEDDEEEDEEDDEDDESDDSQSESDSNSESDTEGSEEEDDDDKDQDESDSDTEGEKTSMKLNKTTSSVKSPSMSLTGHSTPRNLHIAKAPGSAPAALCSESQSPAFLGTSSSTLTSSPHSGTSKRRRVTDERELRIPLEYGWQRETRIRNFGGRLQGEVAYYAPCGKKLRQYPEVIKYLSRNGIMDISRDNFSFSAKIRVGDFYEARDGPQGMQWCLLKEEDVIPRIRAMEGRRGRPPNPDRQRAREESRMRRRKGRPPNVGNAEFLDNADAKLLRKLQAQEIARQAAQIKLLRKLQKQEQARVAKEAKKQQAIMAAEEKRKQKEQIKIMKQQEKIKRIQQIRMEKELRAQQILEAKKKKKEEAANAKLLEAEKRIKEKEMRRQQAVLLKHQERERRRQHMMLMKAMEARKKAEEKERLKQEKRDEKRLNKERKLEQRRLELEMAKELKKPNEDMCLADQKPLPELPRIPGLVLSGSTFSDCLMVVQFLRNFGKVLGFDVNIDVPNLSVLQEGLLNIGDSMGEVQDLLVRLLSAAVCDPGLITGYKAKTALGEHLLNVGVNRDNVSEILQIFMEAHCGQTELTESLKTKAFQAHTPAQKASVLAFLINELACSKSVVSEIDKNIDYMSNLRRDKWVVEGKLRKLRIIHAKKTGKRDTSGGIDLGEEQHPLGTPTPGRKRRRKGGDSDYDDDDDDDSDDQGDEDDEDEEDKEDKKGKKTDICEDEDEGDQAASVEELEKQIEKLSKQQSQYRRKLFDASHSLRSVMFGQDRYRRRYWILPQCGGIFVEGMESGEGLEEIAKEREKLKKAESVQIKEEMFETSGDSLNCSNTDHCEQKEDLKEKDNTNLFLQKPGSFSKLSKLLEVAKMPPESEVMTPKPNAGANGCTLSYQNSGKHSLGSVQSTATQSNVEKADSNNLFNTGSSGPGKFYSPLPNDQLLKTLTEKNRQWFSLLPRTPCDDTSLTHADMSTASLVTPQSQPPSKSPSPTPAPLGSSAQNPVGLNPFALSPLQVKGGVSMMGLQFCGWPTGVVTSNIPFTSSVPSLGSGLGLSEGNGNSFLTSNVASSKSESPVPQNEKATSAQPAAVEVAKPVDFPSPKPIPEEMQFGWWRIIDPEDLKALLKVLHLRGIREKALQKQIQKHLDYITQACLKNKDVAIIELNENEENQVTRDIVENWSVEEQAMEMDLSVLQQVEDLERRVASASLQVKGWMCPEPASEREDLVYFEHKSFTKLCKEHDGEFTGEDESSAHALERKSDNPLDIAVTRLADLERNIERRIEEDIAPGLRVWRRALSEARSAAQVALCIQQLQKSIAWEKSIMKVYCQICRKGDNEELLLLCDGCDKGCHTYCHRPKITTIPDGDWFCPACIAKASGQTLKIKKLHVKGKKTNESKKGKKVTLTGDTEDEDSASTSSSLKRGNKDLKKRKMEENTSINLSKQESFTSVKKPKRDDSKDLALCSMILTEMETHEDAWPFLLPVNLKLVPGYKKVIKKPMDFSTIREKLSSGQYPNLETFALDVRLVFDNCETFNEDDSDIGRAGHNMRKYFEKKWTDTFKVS
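BAZ2B 50 nM plus b-H3(5-23)K14Ac 50 nM, PBS pH 7.4/0.01% Tween-20, 30 min RT; compound added (max 110 uM), 30 min RT; streptavidin donor/Ni-chelate acceptor beads 10 ug/mL final, 20 min dark; AlphaScreen read.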
Pol beta inh = DNA polymerase beta (human) inhibition; P06746; Pol beta primer extension/strand displacement, fluorescence kinetic; Potency, µM (highest dose often 114 µM), for the others: at the highest dose activity change, negative = inhibition, actives largely listed as inhibitors; 1.3% of 340,000 active; note: % is set by controls: 0 for no effect and ±100 for the full control effect
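Pol beta (10 nM) and compounds were preincubated 15 min at room temperature, then 50 nM substrate (final) started primer extension/strand displacement. Reads were taken at 0 and 10 min; concentration-response data were fitted to a four-parameter Hill equation.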
Pol eta inh = DNA polymerase eta (human) inhibition; recombinant Pol eta, fluorescent DNA replication assay; Potency, µM (highest dose often 114 µM), inactives show at the top dose activity change, negative = inhibition, usual class: inhibitors; 1.2% of 390,000 active; note: % is set by controls: 0 for no effect and ±100 for the full control effect
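Fluorescent replication assay: 50 nM final substrate added after a 15 min room-temperature compound preincubation with 10 nM enzyme. Signal taken at 0 min and again at 10 min.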
BLM helicase inh = inhibitors of human Bloom syndrome helicase BLM | P54132 | AID 2528 | recombinant BLM DNA unwinding, fluorescence dequenching | 0.2% of 350,000 active | Potency, µM (highest dose often 56.1 µM), for inactives: at the highest dose activity change, negative = inhibition, most hits filed as inhibitors;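 note: plate controls were vehicle for no effect and no enzyme for full effect; nearly all actives have a fitted effect of over 35% in size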
G9a block = blocks human histone lysine methyltransferase G9a; Q96KQ7; G9a H3K9 monomethylation, AlphaScreen, 2 h; Potency, µM (top dose mostly 102 µM), for inactives: at the highest dose activity, negative = inhibition, usual class: inhibitors; 8.8% of 350,000 active; note: % is set by controls: 0 for no effect and ±100 for the full control effect; nearly all actives have a fitted effect of over 75% in size
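G9a (20 nM) was preincubated 15 min with compound, then reacted 2 h at room temperature with 500 nM biotin-H3K9 peptide and 20 µM SAM. Monomethyl-H3K9 detected by AlphaScreen using anti-H3K9me1 antibody.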
APE1 inh = blocks human APE1 abasic DNA cleavage; recombinant APE1, TAMRA/BHQ-2 abasic DNA cleavage fluorescence; 0.35% of 350,000 active; Potency, µM (doses to about 65.8 µM), for the others: at the highest dose activity change, negative = inhibition, actives largely listed as inhibitors; P27695;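 note: plate controls were vehicle for no effect and reference inhibitor for full effect; nearly all actives have a fitted effect of over 55% in size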
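Endonuclease cleavage of a quenched abasic-site DNA duplex (50 nM) by APE1 (0.75 nM) was tracked by TAMRA dequenching. Compounds were preincubated with enzyme 15 min at room temperature; data normalized to buffer-only and DMSO wells plus NSC13755 control.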
JMJD2A Tudor inh = JMJD2A Tudor domain (human) inhibition; O75164; AlphaScreen JMJD2A-Tudor / H3K4me3 peptide binding; Potency, µM (series often up to 114 µM), without a hit: at the highest dose activity change, negative = inhibition, usual class: inhibitors; 4.4% of 390,000 active; AID 504339; note: % is set by controls: 0 for no effect and ±100 for the full control effect; nearly all actives have a fitted effect of over 50% in size
Pol kappa inh = DNA polymerase kappa (human) inhibition; Q9UBT6; purified Pol kappa, fluorescent DNA synthesis assay, 10 min; Potency, µM (doses to about 107 µM), for inactives: top-dose activity, negative = inhibition, usual class: inhibitors; 0.53% of 400,000 active; AID 588579; note: % is set by controls: 0 for no effect and ±100 for the full control effect
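Inhibition of 10 nM Pol kappa is measured by a fluorescent read-out at 0 and 10 min following addition of 50 nM substrate (final), with a 15-min room-temperature compound preincubation.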
An asterisk follows results filed as active; ? = inconclusive; · = not tested or not shown; & = joins results of further samples; [ ] = another dose, or the depositor's remark. Calls come from the whole dose curve; as a rule, active = well fitted curve in the direction sought with a large enough effect; inconclusive = small, poorly fitted or top-dose-only effect, or another doubt; inactive = no such curve, though single readings can be large; an effect the other way counts as inactive or inconclusive. Potency is the fitted concentration of half-maximal effect.

SMILES	POLI inh	BAZ2B block	Pol beta inh	Pol eta inh	BLM helicase inh	G9a block	APE1 inh	JMJD2A Tudor inh	Pol kappa inh
CCN(CC)S(=O)(=O)N1CCC(C(=O)NCc2ccc(C)cc2)CC1	5%[58.9 µM]	1%	17%	-14%	-1%	-12%	14%	5%	-12%
CCN(CC)CCN(C)C(=O)CCc1nnc(-c2ccc(C)s2)o1	34%[activator]	26%	10%	13%	1%	19%	1%	-14%[11.4 µM]	-8%
CCc1ccc(NC(=O)CN2CCCN(S(=O)(=O)c3ccc(F)cc3)CC2)cc1	147%[activator]	-1%	37%	?	-5%	?	12%	-20%	-2%
COCCNC(=O)C1CCC(CNS(=O)(=O)c2cccc3nsnc23)CC1 (stereo not given)	-3%	2%	14%	-1%	-1%	10%	26%	-7%	-1%
COc1cccc(NS(=O)(=O)c2ccc3c(c2)N(C)C(=O)CC(=O)N3C)c1	-5%	-1%	6%	4%	-6%	?	·	-7%	1%
O=C1c2ccccc2C(=O)N1c1ncc(Cc2ccc(Cl)cc2)s1	-5%	-3%	4%	-6%	-5%	19%[59 µM]	8%	-14%	-6%
COc1ccc(C2CC(=O)c3cnc(Nc4cc(C)cc(C)c4)nc3C2)cc1 (stereo not given)	8%	-7%	6%	-19%	-10%	3%[0.0925 µM]	6%	-19%	-8%
Cc1ccc(N2CC(C(=O)OCC(=O)Nc3cc(C)on3)CC2=O)c(C)c1 (stereo not given)	-9%	-16%	25%	-5%	-1%	17%	25%	-4%	6%
Cc1ccc2cc(CCNC(=O)C3CCCC3)c(=O)[nH]c2c1	8%	-3%	-2%	-17%	-2%	1%	-2%	-19%	8%
Cc1ccc(NC(=O)C2CCCN(S(=O)(=O)c3c(C)noc3C)C2)c(C)c1 (stereo not given)	15%	-4%	2%	14%	1%	-13%	-3%	-13%	5%
Cc1ccc(S(=O)(=O)N2CC=C(C(=O)NC3CC3)CC2)cc1	-3%	0%	15%	11%	-3%	?	?	-10%[11.4 µM]	13%
Cc1ccc(OCC(=O)OCC(=O)Nc2ccc3c(c2)OCO3)cc1C	5%	·	·	-17%	·	·	-6%	-11%	-13%
Cc1nn(CCC(=O)NCc2cccc(Br)c2)c(=O)c2nn(-c3ccccc3)c(C)c12	8%	-39%	6%	-20%	2%	-19%[59 µM]	·	-16%	-15%
Cc1ccc(CNC(=O)c2ccc(N3CCC4(CC3)CC(c3ccccc3)=NO4)c(NC(=O)c3cccc(C)c3)c2)cc1	2%	10%	·	-5%	·	18%[2.33 µM]	-12%	-20%	12%
COc1ccc(CNC(=O)c2cc3c(=O)n4cccc(C)c4nc3n(CC3CCCO3)c2=N)cc1 (stereo not given)	10%	-19%	18%	-7%	40%[activator]	-2%	49%[activator]	-19%	10%
COc1ccc(NC(=O)CNC(=O)Cn2cnc3sc4c(c3c2=O)CCCC4)cc1OC	33%[activator]	0%	9%	-14%	-1%	-6%[59 µM]	-3%	-16%	4%
COc1ccc(N2CC(O)=C(c3n(C)c4ccccc4[n+]3C)C2=N)cc1	-6%	10%	6%	-21%	2%	-47%	17%	-13%[11.4 µM]	-22%
FC(F)(F)c1cc(-c2ccccc2)nc(NC2CCCC2)n1	38%[activator]	110%[activator]	14%	-16%	-9%	334%[activator]	4%	120%[activator]	-18%
O=C(Nc1ccccc1F)c1cccc(C(=O)Nc2ccccc2F)c1	18%	9%	-1%	-8%	-2%	26%	20%	-5%	-1%
Cc1ccc(OCCn2cc(C(=O)c3ccco3)c3ccccc32)cc1C	-3%	?	1%	-17%	-12%	-35%[59 µM]	·	-21%	-22%
Cc1cccc(C(C(=O)NC2CCCCC2)N(Cc2cccnc2)C(=O)c2csnn2)c1 (stereo not given)	29%	-2%	16%	-17%	2%	34%	-6%	-19%	-9%
C=CCn1c(SCC(=O)NCCc2ccccc2)nnc1C(C)NC(=O)c1cccs1 (stereo not given)	11%	-3%	1%	-13%	4%	18%[59 µM]	0%	-23%	7%
COc1ccc(C(C#N)c2cnccn2)cc1OC (stereo not given)	18%	25%	·	-8%	·	-1%[2.33 µM]	12%	-11%	-8%
CCCNC(=O)N1C2=NC(C(=O)OC)=C(C(=O)OC)[C@@H]3N(Cc4ccccc4)c4ccccc4[C@]23C[C@H]1CO	-1%	·	·	-7%	·	·	·	-27%	16%
C/C(=N\NC(=O)c1ccn(C)n1)c1ccc(NC(=O)C2CCC2)cc1	?	-5%	8%	-14%	-1%	-1%[0.501 µM]	-11%	6%	-3%
Brc1ccc(-c2nnc3sc(CN4CCC5(CC4)OCCO5)cn23)cc1	15%	4%	-22%	3%	-5%	?	-4%	-4%	-12%
CC1=C(c2ccc(C)c(C)c2)S(=O)(=O)N=C1N1CCC(C(=O)NC(C)Cc2ccco2)CC1 (stereo not given)	?	1%	21%	-10%	-2%	3%[59 µM]	·	4%	9%
COCCn1c(=NC(=O)/C=C/c2ccccc2)sc2cc(NC(C)=O)ccc21	1%	-7%	?	-8%	-1%	-10%	1%	-25%	-11%
Cc1cccc(N2CCN(CCCNC(=O)c3sc4ncccc4c3-n3cccc3)CC2C)c1 (stereo not given)	31%[activator]	?	31%[activator]	-6%	-3%	?	·	?	-3%[60.1 µM]
O=C(C1CCC1)N1CCN(S(=O)(=O)c2ccc(F)cc2)CC1	2%	79µM*	·	-10%	·	-4%[0.501 µM]	45%	-10%	3%
O=C(CN1C(=O)COc2ccccc21)N(Cc1ccccc1)Cc1ccccn1	5%	-2%	8%	8%	4%	?	16%	-15%	0%
Nc1ccn(CC(=O)NCc2ccc3c(c2)OCO3)c(=O)n1	-11%	1%	·	-10%	·	-1%[0.501 µM]	31%	-2%	-3%
Cc1ccc(S(=O)(=O)N2CCN(C(=O)C3CC3C)CC2)c(C)c1 (stereo not given)	34%[activator]	-8%	·	-22%	·	-3%	11%	3%	-2%
O=C(c1ccc(F)cc1)N1CCCCC(S(=O)(=O)c2ccccc2)C1=O (stereo not given)	36%[activator]	-1%	-1%	-18%	-11%	?	-7%	-5%	-10%
CC(C)OC(=O)CC12CN3CN(C1)CC(CC(=O)OC(C)C)(C3)C2=O	31%[activator]	0%	4%	-1%	-11%	7%[59 µM]	-2%	-8%	1%
COC(=O)/C=C1\S/C(=N/NC(=O)c2ccc(OC)cc2)NC1=O	-5%	-23%	-1%	-16%	-3%	-3%	-4%	?	-8%
NNC(=O)CN1C(CN2CCOCC2)=Nc2ccc(Br)cc2C1c1ccccc1 (stereo not given)	10%	-26%	12%	-6%	0%	8%	-8%	-15%	3%
COC(=O)Nc1ccc(S(=O)(=O)Nc2ncccn2)cc1	-1%	-29%	-10%	-5%	3%	-34%	-9%	-15%	-10%
COc1nn(CC(=O)N2N=C(C(F)F)CC2(O)C(F)F)cc1[N+](=O)[O-] (stereo not given)	-11%	4%	27%	-12%	-12%	-9%[59 µM]	8%	13%	-4%
O=[N+]([O-])c1ccc(-c2nc(NCc3ccccc3)c3ccccc3n2)cc1	46%[activator]	-31%	1%	79µM*	-6%	7%[59 µM]	6%	-23%	-16%
Cc1ccc(S(=O)(=O)NCc2cn3ccccc3n2)c(C)c1	11%	-4%	-18%	-2%	-2%	4%	-1%	-13%	-23%
COC(=O)c1[nH]c2cc(OC)ccc2c1NC(=O)CCN1CCN(c2cccc(C)c2C)CC1	3%	-30%	-12%	-17%	-6%	?	0%	-21%	-13%
COc1ccccc1N1CCN(C2CCN(S(=O)(=O)c3ccc4ccccc4c3)CC2)CC1	16%	?	17%	-9%	-7%	45µM*	0%	?	-24%
CCCN1CCC(=O)N([C@H](CSc2ccccc2)CC(C)C)CC1	39%&-1%[activator]	-16%[57.1 µM]	12%	-23%	1%	-36%	48%[activator]	-8%	7%&-3%

10 compounds from above, ordered by count of non-hydrogen atoms, largest number first:
SMILES	POLI inh	BAZ2B block	Pol beta inh	Pol eta inh	BLM helicase inh	G9a block	APE1 inh	JMJD2A Tudor inh	Pol kappa inh
COC(=O)c1[nH]c2cc(OC)ccc2c1NC(=O)CCN1CCN(c2cccc(C)c2C)CC1	3%	-30%	-12%	-17%	-6%	?	0%	-21%	-13%
COc1ccccc1N1CCN(C2CCN(S(=O)(=O)c3ccc4ccccc4c3)CC2)CC1	16%	?	17%	-9%	-7%	45µM*	0%	?	-24%
O=C(CN1C(=O)COc2ccccc21)N(Cc1ccccc1)Cc1ccccn1	5%	-2%	8%	8%	4%	?	16%	-15%	0%
O=[N+]([O-])c1ccc(-c2nc(NCc3ccccc3)c3ccccc3n2)cc1	46%[activator]	-31%	1%	79µM*	-6%	7%[59 µM]	6%	-23%	-16%
O=C(c1ccc(F)cc1)N1CCCCC(S(=O)(=O)c2ccccc2)C1=O (stereo not given)	36%[activator]	-1%	-1%	-18%	-11%	?	-7%	-5%	-10%
CC(C)OC(=O)CC12CN3CN(C1)CC(CC(=O)OC(C)C)(C3)C2=O	31%[activator]	0%	4%	-1%	-11%	7%[59 µM]	-2%	-8%	1%
CCCN1CCC(=O)N([C@H](CSc2ccccc2)CC(C)C)CC1	39%&-1%[activator]	-16%[57.1 µM]	12%	-23%	1%	-36%	48%[activator]	-8%	7%&-3%
Cc1ccc(S(=O)(=O)N2CCN(C(=O)C3CC3C)CC2)c(C)c1 (stereo not given)	34%[activator]	-8%	·	-22%	·	-3%	11%	3%	-2%
O=C(C1CCC1)N1CCN(S(=O)(=O)c2ccc(F)cc2)CC1	2%	79µM*	·	-10%	·	-4%[0.501 µM]	45%	-10%	3%
COC(=O)Nc1ccc(S(=O)(=O)Nc2ncccn2)cc1	-1%	-29%	-10%	-5%	3%	-34%	-9%	-15%	-10%

Bioassay records (PubChem BioAssay)

The list is partial; rates above refer to the full screens.
